# ARNT TACC3 PPI = ARNT/TACC3 interaction disruption; Q9Y6A5; AlphaScreen His-ARNT PAS-B/GST-TACC3 binding, luminescence; TACC3 fragment carries E629A point mutation; inhibition, % at 9.99 µM; actives 0.66% (n = 390,000);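 active = mean inhibition of replicates at least 50% and at least half of replicates each reaching 50%; inconclusive = half or more replicates reach 50% but mean below 50%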;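 note: 0% = complete ARNT plus TACC3 wells and 100% = ARNT alone without TACC3; many hits fall short of the cut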
# EWS-Fli block = EWS/Fli transcriptional activity inhibition. actives 0.67% (n = 350,000). A673 NR0B1-luciferase reporter, viability-normalised. inhibition, % at 12.6 µM;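 active = mean inhibition of at least 50% after viability correction, with every replicate also passing that limit; inconclusive = mean reaches 50% but only one of two replicates passes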;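 note: firefly luciferase signal divided by Alamar Blue viability fluorescence both relative to DMSO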
# PAX8 inh HTS = PAX8 transcriptional activity inhibition | RMG-I TPO-luciferase reporter, SteadyGlo, 24 h | inhibition, % at 12.6 µM | actives 1.2% (n = 360,000) | AID 652154;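 active = mean replicate inhibition at least 60% with every replicate also reaching 60%; inconclusive = only one of the two criteria is met; inactive = mean below 60% and not all replicates reaching 60%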;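 note: luciferase light reporting Pax8 driven TPO promoter activity; plate controls were median of neutral control wells for no effect and mitoxantrone controls for full effect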
# SIRT5 inh = inhibitors of human sirtuin-5 desuccinylase; Purified SirT5, succinyl-peptide AMC, trypsin-coupled fluorescence; actives 1.1% (n = 330,000); inhibition, % at 15 µM; AID 652115; Q9NXA8; in the data active = inhibition above about 15%; inconclusive = no clear call, values can overlap the other calls
# Target sequence (Q9NXA8 whole entry, looked up): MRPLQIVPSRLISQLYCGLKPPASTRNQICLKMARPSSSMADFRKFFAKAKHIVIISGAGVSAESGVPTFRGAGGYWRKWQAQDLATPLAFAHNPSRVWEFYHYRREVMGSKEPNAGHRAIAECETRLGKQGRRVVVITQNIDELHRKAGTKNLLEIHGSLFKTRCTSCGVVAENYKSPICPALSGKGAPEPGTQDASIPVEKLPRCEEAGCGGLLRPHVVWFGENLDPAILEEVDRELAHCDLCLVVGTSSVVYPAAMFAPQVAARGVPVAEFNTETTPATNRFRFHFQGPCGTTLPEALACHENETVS
# CASP6 VEID inh = blocks human caspase-6 cleavage activity; purified caspase-6, Z-VEID-R110 cleavage fluorescence; P55212; inhibition, % at 12.5 µM; AID 686996; actives 0.53% (n = 350,000);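 active = mean inhibition across replicates at least about 35%, with every replicate also reaching that limit, limit read from the data; inconclusive = only one of the two criteria met; inactive = neither criterion met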;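 note: 0% = median of neutral control wells and 100% = no fluorescence left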
# Target sequence (P55212 24-179 limits assumed): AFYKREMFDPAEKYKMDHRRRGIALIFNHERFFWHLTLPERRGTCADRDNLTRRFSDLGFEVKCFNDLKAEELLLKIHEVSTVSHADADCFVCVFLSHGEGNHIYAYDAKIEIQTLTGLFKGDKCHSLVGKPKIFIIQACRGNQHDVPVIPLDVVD
# Target sequence (P55212 194-293 limits assumed): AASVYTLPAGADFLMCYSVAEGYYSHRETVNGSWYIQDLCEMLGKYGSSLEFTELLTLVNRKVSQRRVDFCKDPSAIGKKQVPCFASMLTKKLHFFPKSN
# LGR2 inh = blocks bursicon-induced cAMP signaling via Drosophila LGR2; HEK293 LGR2, CRE-luciferase, bursicon-stimulated, 4 h; inhibition, % at 9.99 µM; actives 0.35% (n = 380,000);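 active = drop in luminescence signal, shown as inhibition above about 50% in the replicate tests, limit read from the data, passing the limit was not always enough; inconclusive = probably only some replicates passing the limit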;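 note: agonist challenge used bursicon conditioned medium at about half maximal strength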
# DENV2 CPE rescue = inhibitors of DENV2 cytopathic effect; DENV2-infected cells, cytopathic effect rescue, plate reader; CPE inhibition, % at 9.99 µM; actives 1.7% (n = 350,000); AID 651640; in the data active = CPE inhibition above about 20%, passing the limit was not always enough; inconclusive = no clear call, values can overlap the other calls; tested in BHK-21 cells;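 note: 0% = median of neutral control wells and 100% = median of positive control wells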
# Numbers without * were called inactive; ? = inconclusive; · = not tested or not shown. The order is random; 4.9% or so of the library scored in one or more.
SMILES,ARNT TACC3 PPI,EWS-Fli block,PAX8 inh HTS,SIRT5 inh,CASP6 VEID inh,LGR2 inh,DENV2 CPE rescue
O=C(C[C@@H]1C[C@@H]2c3cc(NC(=O)Nc4ccccc4F)ccc3O[C@@H]2[C@H](CO)O1)NC1CCCC1,-25,-3,-1,-7,0,7,49*
C[C@@H]1CN([C@H](C)CO)C(=O)c2cccc(NS(=O)(=O)c3ccccc3)c2O[C@H]1CN(C)Cc1ccccc1,·,0,-2,3,2,-19,-4
C=CCSc1n[nH]c(-c2ccc(OCCCC)cc2)n1,9,-52,·,-2,3,-90,·
C[C@@H]1CCCCO[C@@H](CN(C)Cc2ccc3c(c2)OCO3)[C@@H](C)CN([C@H](C)CO)C(=O)c2cc(NC(=O)NC3CCCCC3)ccc2O1,-8,-5,9,-1,-1,31,-1
COC(=O)c1sccc1NC(=S)N1CCN(C)CC1,-3,2,-5,-4,-1,-5,-1
CCc1sc(C(=O)Nc2cccc(-n3cnnn3)c2)cc1C,·,2,-1,0,-2,7,18
CCc1ccc2oc(-c3cc(N)ccc3Cl)nc2c1,-9,·,18,-6,-1,·,·
C[C@@H]1CN([C@@H](C)CO)C(=O)c2cc(NS(=O)(=O)c3ccccc3)ccc2O[C@@H](C)CCCCO[C@@H]1CN(C)C(=O)Nc1cccc2ccccc12,5,12,-1,12,4,21,-5
COc1ccccc1NC(=O)C(=O)N/N=C/c1cccs1,20,-40,-65,-2,5,-30,·
Cc1ncc(C(O)c2ccc(N(C)C)cc2)n1Cc1ccccc1 (stereo not given),·,5,9,0,-2,2,-5
O=S(=O)(c1ccc(Br)cc1)N1CCCC1,-5,-2,18,-2,-3,1,2
Cc1csc(SCC(=O)Nc2cc(C(N)=O)cc(C(N)=O)c2)n1,2,7,5,-3,-2,16,-12
CC(C)(C)OC(=O)NCc1ccc(NC(=O)c2nc[nH]c2C(=O)N[C@@H](Cc2ccccc2)C(=O)OC(C)(C)C)cc1,13,19,?,·,·,16,·
CCC(C)[C@H](NC(=O)N1CCn2c1nc1ccccc12)C(=O)NCC1CCCO1 (stereo not given in full),1,-23,-1,2,1,6,3
CN(CC(=O)Nc1ccccc1C(F)(F)F)C(=O)c1cc(Cl)nc2ccccc12,-2,9,20,0,4,10,-5
CCCNC(=O)C[C@@H]1C[C@@H]2c3cc(NC(=O)NC4CCCC4)ccc3O[C@@H]2[C@H](CO)O1,-2,-2,-6,6,-1,15,-4
Cc1ccc(NC(=O)COC(=O)c2ccc3c(c2)OCO3)cc1S(=O)(=O)N1CCCCC1,-4,72*,3,-1,0,12,2
Cc1cc2c(cc1C)C(c1ccsc1)CC(=O)N2 (stereo not given),-23,3,-7,-4,0,12,-4
OC(C#CCN1CCCC1)(c1ccccc1)c1cccnc1 (stereo not given),11,4,-8,·,-1,-10,-2
Cc1ccc(C(=O)NN=CC(=O)c2ccccc2)c(C)c1,·,-8,-183,-3,-3,70*,15
O=C(/C=C/c1ccc(Cl)c(Cl)c1)NCCCn1ccnc1,7,-20,0,-2,-13,-25,1
O=C1NCCN(CC2CCN(CC3CCCC3)CC2)C1=O,2,-2,6,-1,13,12,-4
COc1ccc(C2/C=C\CN(S(=O)(=O)c3ccc(C)cc3)CC(=O)N2Cc2cccc(F)c2)cc1 (stereo not given),11,12,-5,0,-2,17,-4
O=C(c1ccco1)N1CCN(CC(O)COc2ccc(Br)cc2)CC1 (stereo not given),-5,2,14,-3,-1,6,2
CCC(=O)NCc1csc(-c2cccs2)n1,-4,-33,-12,-6,-7,-4,-4

# 3 entries from above, sorted by the number in CASP6 VEID inh, low to high:
structure,CASP6 VEID inh
C[C@@H]1CCCCO[C@@H](CN(C)Cc2ccc3c(c2)OCO3)[C@@H](C)CN([C@H](C)CO)C(=O)c2cc(NC(=O)NC3CCCCC3)ccc2O1,-1
CCC(C)[C@H](NC(=O)N1CCn2c1nc1ccccc12)C(=O)NCC1CCCO1 (stereo not given in full),1
C=CCSc1n[nH]c(-c2ccc(OCCCC)cc2)n1,3

# Reprinted at random: 7 entries already listed, in no set order.
SMILES,ARNT TACC3 PPI,EWS-Fli block,PAX8 inh HTS,SIRT5 inh,CASP6 VEID inh,LGR2 inh,DENV2 CPE rescue
CC(C)(C)OC(=O)NCc1ccc(NC(=O)c2nc[nH]c2C(=O)N[C@@H](Cc2ccccc2)C(=O)OC(C)(C)C)cc1,13,19,?,·,·,16,·
O=C1NCCN(CC2CCN(CC3CCCC3)CC2)C1=O,2,-2,6,-1,13,12,-4
C[C@@H]1CN([C@@H](C)CO)C(=O)c2cc(NS(=O)(=O)c3ccccc3)ccc2O[C@@H](C)CCCCO[C@@H]1CN(C)C(=O)Nc1cccc2ccccc12,5,12,-1,12,4,21,-5
CN(CC(=O)Nc1ccccc1C(F)(F)F)C(=O)c1cc(Cl)nc2ccccc12,-2,9,20,0,4,10,-5
Cc1cc2c(cc1C)C(c1ccsc1)CC(=O)N2 (stereo not given),-23,3,-7,-4,0,12,-4
COc1ccccc1NC(=O)C(=O)N/N=C/c1cccs1,20,-40,-65,-2,5,-30,·
COc1ccc(C2/C=C\CN(S(=O)(=O)c3ccc(C)cc3)CC(=O)N2Cc2cccc(F)c2)cc1 (stereo not given),11,12,-5,0,-2,17,-4

# Additional entries follow.
SMILES,ARNT TACC3 PPI,EWS-Fli block,PAX8 inh HTS,SIRT5 inh,CASP6 VEID inh,LGR2 inh,DENV2 CPE rescue
CC(=O)Oc1ccc(CN2C(=O)C(CCc3ccccc3)ON=C2c2cnccn2)cc1 (stereo not given),·,-31,-30,·,6,-27,-9
O=C(N/N=C/c1cc(Cl)ccc1O)c1ccncc1,69*,16,66*,-1,-4,-18,·
CC1CCC2C(C1)Nc1c(C(=O)O)cccc1C2(C)C (stereo not given),-7,-12,15,-18,0,-10,·
C[C@@H]1CCCCO[C@H](CN(C)C)[C@@H](C)CN([C@@H](C)CO)C(=O)c2cc(NS(=O)(=O)c3cccs3)ccc2O1,-8,-8,18,-1,0,2,4
CCCCN1C(=O)N(C)C2NC(=S)NC21 (stereo not given),1,5,11,0,-1,-3,-1
Cc1ccc(S(=O)(=O)NCCC2=CCCCC2)cc1C(N)=O,-5,31,·,1,0,11,7
COc1ccc(NC(=O)CN(C)CC(=O)Nc2ccc3c(c2)CCC3)cc1,0,-3,0,112*,2,9,10
CC=Cc1ccc2n(c1=O)C[C@H]1[C@H](CO)[C@@H](C(=O)N[C@@H](C)c3ccccc3)N(C(=O)c3ccccn3)[C@@H]21 (mixture of isomers),18,-6,6,0,3,-11,-8
CN1CCN(C(CNC(=O)C(=O)Nc2ccc3c(c2)OCCO3)c2ccc(F)cc2)CC1 (stereo not given),-3,0,-7,-1,-6,-10,15
CCc1nc(SCC(=O)N2CCOCC2)c2c(=O)n(C)c(=O)n(C)c2n1,-4,0,11,-1,1,4,3
COC(=O)Cc1c(C)nc(SCc2ccccc2)[nH]c1=O,4,2,6,-5,0,1,2
NC(=O)[C@H]1CC2(CC(c3cccc(NC(=O)[C@H]4CCC(=O)N4)c3)=NO2)CN1C(=O)c1ccccc1 (stereo not given in full),-29,-6,-10,·,22,1,·
O=C1CN(C(=O)NCC(=O)N[C@H](Cc2ccccc2)C(=O)O)c2ccccc2N1,-6,0,·,0,-2,-2,-10
CC(C)C(NC(=O)/C(=C/c1ccco1)NC(=O)c1ccc(Br)o1)C(=O)O (stereo not given),2,-2,1,-3,28,12,0
Fc1ccc(-c2nn(-c3ccccc3)cc2CNCc2ccccc2)cc1,7,15,-11,-5,0,-2,-3
COc1ccc2c3c([nH]c2c1)[C@H](CO)N(Cc1ccccc1F)CC31CCN(CC2CC2)CC1,·,5,·,3,-1,0,9
O=C(NCc1ccco1)c1cccc(NS(=O)(=O)c2cccc(F)c2)c1,0,·,1,·,·,-18,·
COC(=O)N1CCc2c(sc(NC(=O)C3COc4ccccc4O3)c2C(N)=O)C1 (stereo not given),-3,-35,-49,3,4,0,19
Cc1cc(OCc2ccc(C(=O)Nc3ccc(C(=O)O)cc3)o2)ccc1Cl,-11,-15,-77,-5,-2,-34,6
CNC[C@@H]1Oc2c(NC(=O)Nc3ccc4c(c3)OCO4)cccc2C(=O)N([C@H](C)CO)C[C@H]1C,-2,-10,-20,2,5,-23,-12
CCc1nc2ccc(C(=O)N3CCN(C(=O)c4ccco4)CC3)cn2c1N(C)C(=O)Nc1ccccc1OC,·,-4,-1,0,-7,-1,-1
N#C/C(=C\c1ccc(O)cc1)C(=O)NCc1ccccc1,-3,10,-4,0,2,-10,0
CCCNC(=O)C(CC)NC(=O)c1ccc(C#N)cc1 (stereo not given),0,-5,-37,2,-1,10,-11
CC1CN(c2ccnc3cc(Cl)ccc23)CC(C)O1 (stereo not given),-2,-4,10,3,-3,4,11
CCOc1ccc(N(Cc2ccc(OC)cc2)C(=O)c2ccco2)cc1,2,-1,-2,0,2,-7,-5

# Overlap with the part before: two compounds, followed by the next part.
SMILES,ARNT TACC3 PPI,EWS-Fli block,PAX8 inh HTS,SIRT5 inh,CASP6 VEID inh,LGR2 inh,DENV2 CPE rescue
CC1CN(c2ccnc3cc(Cl)ccc23)CC(C)O1 (stereo not given),-2,-4,10,3,-3,4,11
CCOc1ccc(N(Cc2ccc(OC)cc2)C(=O)c2ccco2)cc1,2,-1,-2,0,2,-7,-5
COCC(=O)N1CCC(Oc2ccc(C(=O)NC3CCOC(C)(C)C3)cc2)CC1 (stereo not given),-2,·,-7,-1,0,2,?
O=C(COC(=O)CNC(=O)C1CCCCC1)Nc1ccccc1Cl,1,-9,-4,-3,2,-17,8
O=C(Nc1cccc(Cl)c1N1CCOCC1)c1ccc(Br)o1,-10,·,-4,-2,-2,-3,-2
COc1ccc(C2SCCN2S(=O)(=O)c2ccc(NC(C)=O)cc2)cc1OC (stereo not given),2,1,-1,0,-2,2,-6
Cc1noc(NS(=O)(=O)c2ccc(NC(=O)c3cccc(S(=O)(=O)N(C)c4ccccc4)c3)cc2)c1C,3,0,5,2,6,-5,-6
CCOc1ccc(N2CC(C(=O)NNC(=O)c3ccc(Br)cc3)CC2=O)cc1 (stereo not given),-12,8,-11,1,-1,-5,6
NC12CC3CC(C1)CC(CC(=O)O)(C3)C2,-4,11,-16,-3,4,·,1
O=C(NC1CCCC1)C(c1ccsc1)N(CCc1ccccc1)C(=O)Cc1cccs1 (stereo not given),·,3,-14,-5,-2,1,3
CCC(=O)N1CC2(C1)[C@H](c1ccccc1)[C@H](CO)N2Cc1cc(F)ccc1F,·,-9,·,10,1,-8,-21
COc1ccc(S(=O)(=O)N(C)C[C@H]2Oc3ccc(NS(=O)(=O)c4ccccc4)cc3CC(=O)N([C@@H](C)CO)C[C@@H]2C)cc1,2,-4,-19,-1,2,-6,7

# High-throughput results as filed in PubChem.
